# IDE inh: inhibitors of human insulin-degrading enzyme in cells; P14735; inhibition, % at 5.59 µM; AID 434962; HEK cells, FAbetaB cleavage, fluorescence polarization; 320,000 tested, 0.41% active;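 active means percent inhibition above the average of all tested compounds plus 3 SD, set per screening campaign, cut at about 16% in these data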;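 further: IDE supplied by intact live HEK cells; FP after avidin binding of uncleaved biotin substrate so inhibition keeps polarization high; 0% = DMSO wells and 100% = 60 µM reference IDE inhibitor Ii1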
# pCIP destab: compounds decreasing mouse p/CIP protein stability. F442A p/CIP-EGFP cells, EGFP fluorescence, 16 h. decrease of EGFP signal, % at 10 µM. 290,000 tested, 0.01% active;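 active means EGFP signal decrease of at least 30% at 10 µM or well 3 SD below plate mean, unless failing retest; inactive means the rest, including hits failing retest or dose response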; further: some compounds called inactive have numbers as strong as hits; many of its hits are not listed in these tables
# Target sequence (Q05BA5 1-1403): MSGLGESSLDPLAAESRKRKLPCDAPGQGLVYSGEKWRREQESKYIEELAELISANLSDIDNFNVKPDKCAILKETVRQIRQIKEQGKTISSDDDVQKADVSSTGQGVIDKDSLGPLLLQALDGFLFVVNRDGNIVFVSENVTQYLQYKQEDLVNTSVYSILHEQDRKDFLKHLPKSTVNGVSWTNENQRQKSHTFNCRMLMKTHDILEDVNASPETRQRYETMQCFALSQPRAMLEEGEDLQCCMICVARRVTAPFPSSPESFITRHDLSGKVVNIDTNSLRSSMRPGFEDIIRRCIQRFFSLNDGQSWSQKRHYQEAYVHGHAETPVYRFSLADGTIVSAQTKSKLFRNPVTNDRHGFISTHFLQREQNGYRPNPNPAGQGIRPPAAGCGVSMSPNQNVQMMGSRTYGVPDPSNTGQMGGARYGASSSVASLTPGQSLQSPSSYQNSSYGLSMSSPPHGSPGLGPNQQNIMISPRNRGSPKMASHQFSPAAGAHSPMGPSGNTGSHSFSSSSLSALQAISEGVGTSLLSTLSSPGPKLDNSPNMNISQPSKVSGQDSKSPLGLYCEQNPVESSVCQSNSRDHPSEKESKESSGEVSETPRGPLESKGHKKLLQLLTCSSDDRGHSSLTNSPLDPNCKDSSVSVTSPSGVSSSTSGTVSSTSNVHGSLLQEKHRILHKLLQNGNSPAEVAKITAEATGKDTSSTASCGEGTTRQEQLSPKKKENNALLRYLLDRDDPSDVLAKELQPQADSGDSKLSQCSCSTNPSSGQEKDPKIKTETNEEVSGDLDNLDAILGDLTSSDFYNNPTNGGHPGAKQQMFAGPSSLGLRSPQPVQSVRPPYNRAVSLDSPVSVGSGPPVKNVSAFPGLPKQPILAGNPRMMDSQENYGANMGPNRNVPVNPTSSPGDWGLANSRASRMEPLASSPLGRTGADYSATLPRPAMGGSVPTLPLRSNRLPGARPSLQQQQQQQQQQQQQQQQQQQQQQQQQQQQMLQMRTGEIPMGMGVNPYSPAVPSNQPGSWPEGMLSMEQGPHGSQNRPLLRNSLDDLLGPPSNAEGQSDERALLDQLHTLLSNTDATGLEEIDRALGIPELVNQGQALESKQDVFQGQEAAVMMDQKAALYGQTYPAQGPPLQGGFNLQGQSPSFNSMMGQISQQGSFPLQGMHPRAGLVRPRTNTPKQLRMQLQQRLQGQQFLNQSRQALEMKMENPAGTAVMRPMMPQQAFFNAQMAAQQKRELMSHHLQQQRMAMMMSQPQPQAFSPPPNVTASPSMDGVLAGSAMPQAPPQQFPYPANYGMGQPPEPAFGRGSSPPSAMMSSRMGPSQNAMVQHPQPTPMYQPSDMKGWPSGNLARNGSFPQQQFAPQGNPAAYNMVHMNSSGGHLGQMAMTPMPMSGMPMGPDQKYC
# PfM18AAP inh: blocks P. falciparum M18 aspartyl aminopeptidase. recombinant PfM18AAP, H-Glu-NHMec fluorogenic cleavage. inhibition, % at 7.35 µM. AID 1822. 290,000 tested, 1.2% active;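 active means inhibition above the campaign mean inhibition over all tested compounds plus 3 SD, cut at about 28% in these data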;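 further: 0% = plate median of test compound wells and 100% = 2 mM ZnCl2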
# MEKK2 mut-MEK5: signal of MEK5 binding to mutant human MEKK2 PB1 domain; 290,000 tested, 0.35% active; bead flow cytometry, Alexa488-MEK5 binding to MEKK2 mutant; percent response, % at 10 µM; in the data active means percent response above about 24%, passing the limit was not always enough; further: inactives centre near 1; some results filed as inactive read as strong as hits; reference of the scale not given here
# MEKK2 WT-MEK5: raises or lowers MEK5 binding to wildtype human MEKK2 PB1 domain | Q9Y2U5 | bead flow cytometry, Alexa488-MEK5 binding to MEKK2 WT; actives lie on both sides | binding response (% of control), % at 10 µM | 290,000 tested, 1.1% active; in the data active means binding response below about 67% or above about 130%
# MEKK3 PB1 HTS: MEKK3-MEK5 PB1 interaction, increase or decrease; 290,000 tested, 1.4% active; binding response (% of control), % at 10 µM; Q99759; AID 1529; bead-based flow cytometry, Alexa488-MEK5 binding to MEKK3; actives lie on both sides; 0 = blocked by unlabeled MEK5, 100 = vehicle;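 active means binding response more than 3 SD above or below the average of its plate-row segment, actives on both sides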;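 further: Alexa488 bead fluorescence after subtracting the streptavidin-only scavenger bead signal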
# UBC9 SUMO inh: blocks human SUMOylation mediated by UBC9 | HTRF SUMOylation assay, SAE1/SAE2 + UBC9, in vitro | inhibition, % at 35 µM | 290,000 tested, 0.36% active | AID 2006; in the data active means inhibition above about 50%, passing the limit was not always enough; further: strong numbers were not always called active
# IDE cell activ: IDE (human) activation, cell-based; AID 493087; HEK cells, FAbeta-B cleavage, fluorescence polarization; 0% vehicle, 100% cell-free pure enzyme wells; activation, % at 5.96 µM; 340,000 tested, 0.073% active;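 active means activation above the mean of all tested compounds plus 3 SD, set per screening campaign, cut at about 17% in these data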
# NALP1 inh: blocks the NALP1 inflammasome reconstituted in yeast. S. cerevisiae NALP1/ASC/caspase-1 growth, X-gal OD620, 72 h. inhibition, % at 10 µM. 280,000 tested, 0.61% active; in the data active means inhibition mostly above about 24%, no sharp cut-off; inactive means mostly below about 32%; further: some compounds called inactive have numbers as strong as hits
# * = called active by the depositor; / = not tested or not shown. Some of the compounds tested, so the mix of outcomes need not match the whole.
# Sample of the layout, four compounds:
SMILES,IDE inh,pCIP destab,PfM18AAP inh,MEKK2 mut-MEK5,MEKK2 WT-MEK5,MEKK3 PB1 HTS,UBC9 SUMO inh,IDE cell activ,NALP1 inh
CCOC(=O)c1nnn(CC(=O)Nc2cc(F)ccc2F)c1C(=O)OCC,2.0,10.2,0.9,1.0,105.0,101.0,1.4,1.3,8.3
Brc1ccc(OCc2nc3ccccc3[nH]2)cc1,-1.1,-8.6,-0.4,10.0,106.0,107.0,-5.6,2.6,11.6
CCOc1ccc(C(=O)N(CN2CCCC2=O)c2ccc(C)cc2)cc1,0.5,-13.2,3.3,2.0,99.0,103.0,-17.6,/,21.0
CCCn1nnc(NC(=O)C(C)C)n1,2.9,-3.4,-2.6,5.0,96.0,100.0,12.2,4.4,-5.5

# All compounds of this part, previewed entries included:
SMILES,IDE inh,pCIP destab,PfM18AAP inh,MEKK2 mut-MEK5,MEKK2 WT-MEK5,MEKK3 PB1 HTS,UBC9 SUMO inh,IDE cell activ,NALP1 inh
CCOC(=O)c1nnn(CC(=O)Nc2cc(F)ccc2F)c1C(=O)OCC,2.0,10.2,0.9,1.0,105.0,101.0,1.4,1.3,8.3
Brc1ccc(OCc2nc3ccccc3[nH]2)cc1,-1.1,-8.6,-0.4,10.0,106.0,107.0,-5.6,2.6,11.6
CCOc1ccc(C(=O)N(CN2CCCC2=O)c2ccc(C)cc2)cc1,0.5,-13.2,3.3,2.0,99.0,103.0,-17.6,/,21.0
CCCn1nnc(NC(=O)C(C)C)n1,2.9,-3.4,-2.6,5.0,96.0,100.0,12.2,4.4,-5.5
O=C(CCCN1C(=O)C(c2ccccc2)Oc2cccnc21)NCCc1ccc(Cl)cc1 (stereo not given),1.6,-5.1,-1.5,-4.0,98.0,100.0,3.7,1.2,9.5
CC(=O)Nc1ccccc1C(F)(F)F,-2.9,-7.5,4.3,-3.0,94.0,99.0,0.3,3.2,-7.6
CC(C)(C)NC(=O)NC(=O)COC(=O)Cc1coc2ccc3ccccc3c12,10.2,-3.1,-5.5,1.0,112.0,143.0*,1.8,5.9,/
Cc1cc(C)cc(NS(=O)(=O)c2ccc3[nH]cc(C(=O)N4CCc5ccccc54)c(=O)c3c2)c1,1.5,-1.0,-8.4,-3.0,107.0,102.0,-13.5,-0.2,-2.4
N#Cc1ccc(COc2ccc(CCO)cc2-n2nc3ccccc3n2)cc1,5.5,9.1,-7.5,5.0,99.0,103.0,-13.9,-0.6,4.3
CCOc1cc(/C=N/Nc2nc(N3CCCC3)nc(N3CCCC3)n2)ccc1O,1.2,-4.0,-5.0,2.0,105.0,96.0,-23.4,1.8,-12.5
CC(=O)Nc1cccc(NC(=O)C2CC3CCC2C3)c1 (stereo not given),-0.6,-6.7,1.7,-3.0,93.0,88.0,22.6,3.6,14.2
COCCN(C(=O)/C=C/c1ccccc1)c1nnc(-c2cccnc2)s1,-9.7,-12.5,0.3,5.0,103.0,109.0,17.5,7.7,-9.3
CCc1nc2c(c(=O)c3ccccc3n2C)c(=O)n1-c1ccc(F)cc1,4.2,-18.6,1.6,14.0,119.0,96.0,19.3,1.5,-18.1
Cc1cc2cc(CCNC(=O)C(=O)c3c[nH]c4ccccc34)c(=O)[nH]c2cc1C,-0.5,-2.4,16.7,-4.0,87.0,83.0,-4.2,1.8,16.7
Cc1ccccc1OCC(=O)NNC(=O)CCc1ccccc1,3.0,6.8,9.9,3.0,93.0,98.0,4.9,5.0,-9.1
CN(C)c1ccc(C(CNC(=O)c2ccccc2F)c2c[nH]c3ccccc23)cc1 (stereo not given),4.4,-16.3,17.7,-8.0,89.0,96.0,-8.4,3.3,21.4
COc1ccc(N2CCN(C(=O)C3CC(=O)N(c4ccc(C)cc4)C3)CC2)cc1 (stereo not given),3.2,-34.3,3.4,-1.0,101.0,97.0,-8.8,/,-16.2
CCNC(=O)CSc1nc2cc([N+](=O)[O-])ccc2n1-c1cccc(C(F)(F)F)c1,0.8,0.6,2.4,20.0,119.0,105.0,-11.6,0.4,11.1
CN(C)N1C(N)=C(C#N)C(c2ccccc2F)C2=C1CC(C)(C)CC2=O (stereo not given),-1.1,-1.3,-7.3,0.0,100.0,102.0,-13.7,-4.4,9.3
O=P(CCC(F)(F)F)(CCC(F)(F)F)CCC(F)(F)F,7.2,-2.0,1.3,5.0,107.0,107.0,15.9,-6.9,5.0
CCOC(=O)c1nccnc1C(=O)Nc1cccc(C(F)(F)F)c1,-3.2,6.3,-11.5,-9.0,88.0,93.0,6.1,6.1,10.9
Cc1cc(N(CCO)CCO)ccc1C(c1ccc(N(CCO)CCO)cc1C)c1ccccc1Cl,-0.1,0.4,2.8,8.0,112.0,102.0,-10.8,1.8,13.7
COc1ccc(NS(=O)(=O)c2cccc(C(=O)N/N=C/c3cccs3)c2)cc1,0.1,-8.2,-7.3,-1.0,102.0,101.0,1.6,-4.8,10.0
CCC1(CC)Cc2ccccc2-c2nc(CN(C)C)[nH]c(=O)c21,-2.7,-0.9,-5.5,3.0,105.0,103.0,-3.9,3.6,10.7
O=C(NCCc1ccccc1)C1CC(=O)N(C2CCCCCC2)C1 (stereo not given),-2.9,-1.4,-3.2,1.0,104.0,103.0,-0.5,1.3,-11.0
CCN(CC)CCCNc1nc2ccccc2c2nc(-c3ccncc3)nn12,-1.1,2.9,0.4,1.0,105.0,101.0,-2.7,0.2,8.5
O=c1[nH]c(Cc2ccc(Cl)cc2)nc2ccccc12,3.3,-15.7,0.6,7.0,106.0,104.0,7.1,-0.3,-7.2
Oc1c(CN2CCCCC2)cc(COCc2ccccc2)c2cccnc12,0.1,-11.2,12.2,7.0,121.0,106.0,-19.0,4.9,3.9
Nc1cccc(Nc2ncnc3ccccc23)c1,-9.9,-12.9,0.0,3.0,104.0,99.0,9.8,-0.7,15.7
O=C(CCCN1C(=O)CCC1=O)Nc1cccc(C(F)(F)F)c1,3.0,-8.5,0.0,14.0,119.0,114.0,3.4,0.6,0.0
CCC(=O)N1CCc2cc(S(=O)(=O)CCC(=O)N3CCCC(C)C3)ccc21 (stereo not given),0.1,-8.0,6.3,2.0,99.0,97.0,0.5,0.4,-9.3
COc1cc(-n2c(N)c(C(=O)NCc3ccco3)c3nc4ccccc4nc32)cc(OC)c1OC,5.5,-9.2,5.1,-6.0,90.0,90.0,-0.1,3.3,6.1
COc1ccc(N2CCN(S(=O)(=O)CCNC(=O)C3CCCCC3)CC2)cc1,1.8,-7.1,0.1,0.0,100.0,99.0,1.9,0.1,23.7
COc1c(N2CCN(C(=S)NC3CC4CCC3C4)C(C)C2)c(F)cc2c(=O)c(C(=O)O)cn(C3CC3)c12 (stereo not given),-0.4,2.0,1.8,-2.0,93.0,102.0,11.0,0.3,2.3
O=C(CSc1nc2ccc(Cl)cc2o1)NCc1ccc2c(c1)OCO2,-1.8,-11.2,-3.3,1.0,102.0,104.0,12.6,-0.1,0.0
CC(C)Cn1[nH]c2c3c(ccc2c1=O)C(=O)c1ccccc1C3=O,2.9,-24.5,0.8,10.0,103.0,100.0,-42.8,-1.1,-2.6
COC(=O)CSc1nccc(C)n1,2.5,-9.9,-7.4,-4.0,96.0,95.0,13.9,2.7,12.6
O=C(Nc1ccc(Cl)cn1)c1cc2c(s1)-c1ccccc1OC2,-1.7,-15.8,-17.1,-9.0,84.0,92.0,39.0,3.8,-1.9
COc1ccc(CN(CC(=O)NCc2ccc3c(c2)OCO3)C(=O)c2csnn2)cc1,-1.8,-17.8,-11.2,-1.0,100.0,105.0,17.5,3.4,17.6
Cc1cccc(CN2C[C@]34C=C[C@@H](C[C@@H]3S2(=O)=O)O4)c1,2.0,5.7,/,-3.0,96.0,80.0,-13.6,1.1,1.2
COc1cc(C2C(C#N)=C(N)OC3=C2C(=O)CCC3)cc2c1OCO2 (stereo not given),4.9,-13.0,34.2*,7.0,103.0,103.0,20.2,3.7,-11.6
COc1ccc(C2C(C(C)=O)=C(O)C(=O)N2c2cccnc2)c(OC)c1 (stereo not given),9.9,-7.1,9.6,-6.0,85.0,92.0,7.3,3.3,-5.1
Cc1cc2ccccn2c1C(=O)c1nc(N2CCOCC2)ncc1Cl,9.3,-12.4,-2.8,-2.0,84.0,81.0,-1.6,3.9,-0.9
C/C(=N\NC(=O)COc1ccc(C(C)(C)C)cc1)c1ccc(OC(F)F)cc1,-1.8,-0.7,2.4,14.0,99.0,107.0,-20.2,4.4,23.5
COc1cc2c(cc1OC)C(c1ccc(Br)cc1)CC(=O)N2 (stereo not given),/,3.2,7.3,3.0,101.0,98.0,6.3,11.2,2.2
NC(=O)CC[C@H](NC(=O)c1ccc(F)cc1)C(=O)OCC(=O)NCc1ccc(F)cc1,-2.0,2.9,-5.0,-5.0,96.0,100.0,-2.1,1.2,5.0
CCn1c(=O)cc(SCC(=O)Nc2cccc(C)n2)c2ccccc21,13.7,2.9,-10.4,-4.0,100.0,100.0,-2.5,-23.2,0.5
CCOc1ccccc1NC(=O)c1ccc(NC(=O)C2CCCO2)cc1 (stereo not given),3.4,-10.4,-10.1,0.0,103.0,100.0,7.4,6.1,1.3
COc1ccc(S(=O)(=O)NC2CC(C)(C)NC(C)(C)C2)c(C)c1C,/,-5.6,2.3,2.0,104.0,104.0,32.7,/,10.7
NC(=O)CC(NC(=O)Cc1ccc(Br)cc1)c1ccc(NC2CCCC2)c([N+](=O)[O-])c1 (stereo not given),8.0,3.1,/,1.0,108.0,88.0,34.4,-1.0,/
CS(=O)(=O)c1nsc2nc(=O)c(/C=C3\C=Nc4ccccc43)c(N)n12,-4.8,-4.1,-9.4,-2.0,103.0,105.0,22.2,2.3,10.6
Cc1ccc(COC(=O)c2ccc3c(c2)C(=O)N(CCCN2CCOCC2)C3=O)cc1,-7.0,6.7,-11.4,-49.0,78.0,78.0,-23.4,6.3,-3.0
Cc1ccc2c(c1)C1(C(=O)N2C)N2CC3(C)CN1CC(C)(C2)C3=O (stereo not given),3.2,-8.0,1.2,1.0,97.0,98.0,17.3,2.1,-10.8
COc1c(C(=O)Nc2ccccc2N2CCOCC2)cc2ccccc2c1Br,5.5,4.5,-1.7,1.0,96.0,100.0,-15.1,2.3,-0.6
O=C(Nc1ccc(S(=O)(=O)N2CCCCC2)cc1)C1CC(=O)N(c2ccc(F)cc2)C1 (stereo not given),5.4,-8.4,2.8,-1.0,102.0,99.0,-0.7,0.8,5.4
N#Cc1cc2c(nc1SCC(=O)Nc1sc3c(c1C#N)CCC3)CCC2,5.2,-9.0,1.9,2.0,98.0,100.0,-7.2,-8.2,9.9
Cc1cccc(-c2n[nH]c(=S)n2/N=C/c2ccc(C)s2)c1,-0.1,3.1,-5.7,-2.0,94.0,93.0,2.7,-2.6,24.6
COc1ccc2oc(C(=O)OCC(=O)NC(=O)NC(C)C)c(C)c2c1,5.3,-21.1,-4.3,1.0,99.0,97.0,20.1,0.7,7.8
COc1ccc(-c2cc(C3CC3)nc(N)c2C#N)cc1,0.2,0.7,-9.5,2.0,99.0,100.0,17.2,5.9,12.3
COc1ccc(S(=O)(=O)Nc2cccnc2)cc1OC,3.8,0.1,3.7,10.0,109.0,108.0,-6.7,6.1,-5.3
Cc1ccccc1S(=O)(=O)Cc1ccc(C(=O)NCCCN2CCCC2)o1,2.1,3.0,0.2,0.0,106.0,98.0,13.9,2.9,17.6
Cc1nnc(SCC(=O)N2CCN(c3ccccc3)CC2)n(N)c1=O,-3.8,2.9,-2.4,-2.0,96.0,101.0,10.0,-2.3,23.2
